# Myeloid diff MLP = induction of myeloid progenitor differentiation, primary screen, cell-based, flow cytometry, MLPCN library; ER-HoxA9 myeloid progenitors, lysozyme-GFP differentiation; calls only at 10 µM; 360,000 compounds, 1% hits;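 active means normalized GFP-positive differentiation at or above the plate's own cutoff, the solvent-only control mean plus 3 SD; inconclusive means no clear call, values can overlap the other calls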;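 further: cells exposed to compound for four days before flow analysis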
# Myeloid diff MLP GFP+ MAC1+ % = further read-out of Myeloid diff MLP, marked with its call; GFP+ MAC1+ double positive, %; measured here: differentiation confirmed by MAC1 staining
# Starred values were filed as active, the others as inactive; i = inactive; ? = inconclusive; nt = no result given; + = active, no number. These rows are one share of the data. The share of hits here may be higher or lower than overall.
# The line under a structure holds: Myeloid diff MLP, Myeloid diff MLP GFP+ MAC1+ %
- CC(C)(C)c1ccc(CC(=O)N2CCC2(C)C(=O)NS(=O)(=O)c2ccccc2Cl)cc1 (stereo not drawn)
 : i, 0.6
- COc1cccc(NC(=O)C2(C)CCN2C(=O)CCC2CCCC2)c1 (stereo not drawn)
 : i, 1.0
- COc1ccc(C(C)(NC(C)=O)c2nc(-c3cccc(NC(C)=O)c3)cs2)cc1 (stereo not drawn)
 : i, 1.6
- CC(C)(C)Cc1c(-c2cccc(Cl)c2)nc2ccc(Cl)cn12
 : i, 0.2
- COc1cc(C)ccc1S(=O)(=O)NC(=O)C1(C)CCN1C(=O)Cc1ccccc1Cl (stereo not drawn)
 : i, 0.3
- COc1cccc(NC(=O)C2(C)CCN2Cc2ccc(OC(C)C)cc2)c1 (stereo not drawn)
 : i, 1.3
- CC(C)(O)C#Cc1ccc(N2C(c3ccsc3)=Cc3ccc(F)cc3C2c2c[nH]c3ccc(C#N)cc23)cc1 (stereo not drawn)
 : +, 2.3*
- COc1ccc(C(C)(O)c2nc(-c3ccc4c(c3)OCO4)cs2)cc1 (stereo not drawn)
 : i, 0.2
- O=S1(=O)CC(N2CCN(Cc3ccccc3F)CC2)CN1Cc1cn(Cc2ccc(Cl)cc2)nn1 (stereo not drawn)
 : i, 0.4
- O=S1(=O)CC(N2CCN(Cc3ccccc3F)CC2)CN1Cc1cn(Cc2ccccc2)nn1 (stereo not drawn)
 : i, 0.8
- CCOC(=O)[C@]12CCC=C1N(Cc1ccc3c(c1)OCO3)C(=O)[C@H](CC(=O)N1CCOCC1)C2
 : i, 0.6
- OC[C@@H]1CN(Cc2cccs2)C[C@H](n2cnc3c(N4CCN(c5ccccc5)CC4)ncnc32)O1
 : i, 1.1
- COCCCN1C(=O)C(CC(=O)NCCN2CCOCC2)CC(C(=O)N2CCCCCC2)=C1C (stereo not drawn)
 : i, 0.5
- CCCN(C)C[C@@H]1OCCCC[C@@H](C)Oc2ccc(NC(=O)c3ccccc3)cc2C(=O)N([C@H](C)CO)C[C@@H]1C
 : i, 1.4
- CCc1nc2c(OCCOC)cccn2c1N(C)C(=O)c1ccc(C)cc1
 : i, 1.1

# The line under a structure holds: Myeloid diff MLP, Myeloid diff MLP GFP+ MAC1+ %
- COc1ccc(COC[C@H](CC(C)C)N2CCN(C(=O)c3cccc(C(F)(F)F)c3)CCC2=O)cc1
 : i, 0.4
- OC[C@@H]1CN(Cc2cccc3ccccc23)C[C@H](n2cnc3c(NCc4ccco4)ncnc32)O1
 : i, 1.6
- [N-]=[N+]=NC(c1ccccc1)C(NC(=O)c1cc(C(F)(F)F)cc(C(F)(F)F)c1)c1ccccc1 (stereo not drawn)
 : i, 1.1
- COC(=O)[C@]12CCCCC=C1N(CCc1ccc(OC)c(OC)c1)C(=O)[C@H](CC(=O)NCC13CC4CC(CC(C4)C1)C3)C2
 : i, 3.4
- CSCCC(c1nnnn1-c1c(C)cccc1C)N1CCN(C/C=C/c2ccccc2)CC1 (stereo not drawn)
 : i, 2.4
- Cn1c2c(c(=O)n(C)c1=O)CS(=O)c1ccccc1N2 (stereo not drawn)
 : i, 1.0
- COc1ccccc1CNC(=O)C1(C)CCN1C(=O)Cc1ccc(-c2ccccc2)cc1 (stereo not drawn)
 : i, 0.9
- CC1NS(=O)(=O)c2cc([N+](=O)[O-])ccc21 (stereo not drawn)
 : i, 0.8
- O=C1NC[C@H](CCCCN2CCN(Cc3ccccc3)C(=O)C2=O)N(CCC2CCCCC2)C1=O
 : i, 0.8
- COc1ccc(C(C)=O)cc1Cn1c(C)c(C(=O)NCC(C)C)sc1=O
 : i, 3.5
- C(=C\c1ccccc1)/CN1CCN(C(c2cccs2)c2nnnn2C2CCCC2)CC1 (stereo not drawn)
 : i, 1.6
- OC(c1ccccc1)(c1nc(-c2cccc3cccnc23)cs1)C(F)(F)F (stereo not drawn)
 : i, 0.9
- N#Cc1ccc(-c2nc3c4ccccc4ccn3c2Cc2ccsc2)cc1
 : i, 1.1
- COc1cccc(C(C)(O)c2nc(-c3ccccc3C)cs2)c1 (stereo not drawn)
 : i, 0.4
- C[C@@H]1CN([C@H](C)CO)C(=O)CCCn2nncc2CO[C@H]1CN(C)CC1CC1
 : i, 1.4

# The line under a structure holds: Myeloid diff MLP, Myeloid diff MLP GFP+ MAC1+ %
- CC1(C(=O)NS(=O)(=O)C2CC2)CCCN(C(=O)c2c(F)cccc2F)C1 (stereo not drawn)
 : i, 0.6
- O=S1(=O)CC(N2CCN(CCO)CC2)CN1Cc1ccccc1 (stereo not drawn)
 : i, 1.3
- CCCCOCCCNC(=O)C[C@@H]1C[C@@]2(C(=O)OC)CC(C)(C)CC=C2N(CCc2ccc(OC)c(OC)c2)C1=O
 : i, 4.2
- CCc1nc2ccc(C(=O)NCCCn3ccnc3)cn2c1N(CC)CCOC
 : i, 0.6
- CCOC(=O)[C@]12CCCC=C1N(Cc1cccc3ccccc13)C(=O)[C@H](CC(=O)NCc1cccc3ccccc13)C2
 : i, 0.9
- Cc1ccccc1NS(=O)(=O)c1ccc2c(c1)CCC(=O)N2
 : i, 0.9
- Cc1c(C(=O)NCc2ccc(C#N)cc2)sc(=O)n1Cc1ccc(C(=O)N(C)C)cc1
 : i, 3.1
- CC(C)C(N)c1csc(NC(=O)Nc2ccc(OC(F)(F)F)cc2)n1 (stereo not drawn)
 : i, 0.5
- Cc1ccc(OC2CCN(C(=O)[C@H]3O[C@@H](n4ccc(=O)[nH]c4=O)[C@H](O)[C@@H]3O)CC2)cc1
 : i, 0.4
- Cc1nc2ccc(C(=O)N3CCN(c4ccccc4)CC3)cn2c1N(C)C(=O)CCc1ccccc1
 : i, 1.2
- O=S1(=O)CC(N2CCCCC2)CN1Cc1ccccc1 (stereo not drawn)
 : i, 0.8
- CCCC(=O)N1CCC1(C)C(=O)NS(=O)(=O)c1ccc(C#N)cc1 (stereo not drawn)
 : i, 1.2
- COc1ccc(CN2C[C@@H](CO)O[C@@H](n3cnc4c(NCCO)ncnc43)C2)cc1
 : i, 0.5
- Cc1c(C)c2ccc(OCC(=O)NCCc3c[nH]c4ccccc34)cc2oc1=O
 : i, 3.1
- COc1cccc(C(C)(O)c2nc(-c3cnc4ccccc4c3)cs2)c1 (stereo not drawn)
 : i, 0.9

# The line under a structure holds: Myeloid diff MLP, Myeloid diff MLP GFP+ MAC1+ %
- CCOC(=O)C1(C)CCCCN1C(=O)c1cccnc1 (stereo not drawn)
 : i, 0.9
- CC1(Cc2cccc(C#N)c2)C(=O)Nc2ccc(-c3cccc(C(F)(F)F)c3)cc21 (stereo not drawn)
 : i, 1.7
- CC1(C(=O)NS(=O)(=O)c2cccc(Cl)c2)CCN1C(=O)C1(c2ccc(Cl)cc2)CC1 (stereo not drawn)
 : i, 1.0
- O=C(Nc1ccccc1)c1cc(C2COCCN2C(=O)c2ccccn2)on1 (stereo not drawn)
 : i, 0.9
- Cc1ccc(F)cc1C(=O)N1CCCCC1c1cc(C(=O)Nc2cccc(C#N)c2)no1 (stereo not drawn)
 : i, 0.1
- COc1ccc(-c2csc(C(C)(O)c3cccc(F)c3)n2)cn1 (stereo not drawn)
 : i, 1.0
- CCC(=O)N1CCCC1(C)C(=O)Nc1cc(OC)ccc1OC (stereo not drawn)
 : i, 0.9
- CCNC(=S)Nc1ccc2c(c1)c(=O)n(C)n2Cc1cccc(C(F)(F)F)c1
 : i, 1.0
- COCCNC(=O)C1(C)CCCN(Cc2noc(-c3ccccc3OC)n2)C1 (stereo not drawn)
 : i, 1.2
- Cc1ccc([C@@]2(OC(=O)c3ccccc3)C(=O)N(C(=O)OC(C)(C)C)c3ccccc32)cc1
 : i, 0.5
- CN1C=CC(=C[N+](=O)[O-])N(C)C1=O
 : i, 0.8
- OC(c1ccccc1)(c1nc(-c2ccccc2)cs1)C(F)(F)F (stereo not drawn)
 : i, 1.0
- COCOc1cccc(CN2CCC(C)(Oc3cccc(OC)c3)C2)c1 (stereo not drawn)
 : i, 0.5
- Cc1ccc(NS(=O)(=O)c2cc3c(cc2Br)NC(=O)CO3)cc1C
 : i, 2.1
- CN(C)C(=O)c1cnc(Cc2c[nH]c3ccccc23)c(I)c1
 : i, 0.5

SMILES	Myeloid diff MLP	Myeloid diff MLP GFP+ MAC1+ %
CCCCN(C=O)c1c(CC)nc2c(OCCOc3ccc(F)cc3)cccn12	i	0.3
CS(=O)(=O)c1ccc(-c2csc(C(O)(c3ccccc3)C(F)(F)F)n2)cc1 (stereo not drawn)	i	0.4
O=c1[nH]cc(C=NNc2ccccc2)c(=O)[nH]1	i	0.8
CCCC(C)(C)C(=O)N1CCC1(C)C(=O)Nc1ccc2c(c1)OCCO2 (stereo not drawn)	i	0.9
COC(=O)[C@@]1(Sc2ccc(C)cc2)CC(=O)N(c2ccc(Cl)cc2)[C@@H]1c1ccccc1	i	0.4
CC(C)C[C@H]1CN([C@@H](Cc2ccc(O)cc2)CN2CCC[C@@H]2CN2C(=S)NC[C@@H]2Cc2ccccc2)C(=S)N1CCc1ccccc1	?	nt
CC(C)(C)Cc1c(-c2ccc(C#N)cc2)nc2c(Cl)cc(C(F)(F)F)cn12	i	0.4
O=C(NCCN1CCOCC1)c1ccc(NC(=O)c2ccc(Br)o2)cc1	i	0.6
CC(=O)c1cccc(-c2ccnc3c2CC(C(=O)NCCC(F)(F)F)O3)c1 (stereo not drawn)	i	0.8
CN(C)CCNC(=O)c1cccc2c(-c3ccc(F)c(F)c3)coc12	i	0.4
Cn1cc([C@]2(O)C(=O)Nc3ccc(OC(F)(F)F)cc32)c2ccccc21	i	1.7
CCCCNC(=O)C1(C)CCC(=O)N1CCc1c[nH]c2ccccc12 (stereo not drawn)	i	0.5
CCCS(=O)(=O)NC(=O)C1(C)CCCN(C(=O)c2ccc(C(F)(F)F)cc2)C1 (stereo not drawn)	i	0.6
CC1(C(=O)NC2CCCCC2)CCC(=O)N1CC(F)(F)F (stereo not drawn)	i	0.7
CC1=CCC[C@@H]2[C@]3(CC/C(=C/CO)CO)CO[C@@]2(C1)[C@@H](O)C[C@H]3C	i	1.4

SMILES	Myeloid diff MLP	Myeloid diff MLP GFP+ MAC1+ %
O=C1Cc2cc(S(=O)(=O)N3CCN(c4ccc(O)cc4)CC3)ccc2N1	i	0.5
CC(C)(C)c1ccc(C(=O)N2CCC2(C)C(=O)NS(=O)(=O)c2ccc(C#N)cc2)cc1 (stereo not drawn)	i	0.5
COc1cc2oc(=O)cc(CN3CCCCC3)c2cc1Cl	i	1.3
CCOC(=O)C[C@@H]1OC[C@H](Cc2ccccc2)N1S(=O)(=O)c1ccc(C)cc1	i	3.0
CC(C)(C)C(=O)N1CCC2CC1c1cc(-c3ccc4c(c3)OCO4)ccc12 (stereo not drawn)	i	0.5
O=C(Nc1cccc2ccccc12)c1ccc2sc([C@@H]3O[C@H](CO)[C@H](O)[C@H](O)[C@H]3O)nc2c1	i	1.0
Cc1ccc(N2CCN(S(=O)(=O)c3c(C)nc4sccn4c3=O)CC2C)cc1 (stereo not drawn)	i	1.9
CC1(C(=O)Nc2ccc3c(c2)OCO3)CCN1C(=O)Cc1cc(F)ccc1F (stereo not drawn)	i	1.8
CCCCCCN1CCN(C2CN(CCCC)S(=O)(=O)C2)CC1 (stereo not drawn)	i	0.5
CCOC(=O)C1(C)CCCN1C(=O)c1ccc(F)c(Cl)c1 (stereo not drawn)	i	1.2
COCCNc1nc(-c2ccccc2F)c2sc(-c3ccccc3)cc2n1	i	1.0
O=c1[nH]c(=S)[nH]c2c1C(c1ccc(Cl)cc1)OC(C1CCCCC1)C2 (stereo not drawn)	i	0.4
COC(=O)[C@@]1(Cc2ccc(F)cc2)[C@H]2c3cc(C(=O)N(C)C)n(Cc4ccc(C)o4)c3C[C@H]2CN1C(=O)c1ccccc1	i	1.8
CC1(C(=O)NS(=O)(=O)c2ccccc2OC(F)(F)F)CCN1C(=O)Cc1ccccc1 (stereo not drawn)	i	0.8
CCOC(=O)N1CCN(C(=O)C[C@@H]2C[C@@]3(C(=O)OCC)CCCC=C3N(Cc3ccccc3)C2=O)CC1	i	4.6

# In another format: entries from further up.
SMILES: CCCCCCN1CCN(C2CN(CCCC)S(=O)(=O)C2)CC1 (stereo not drawn)
  Myeloid diff MLP: i | Myeloid diff MLP GFP+ MAC1+ %: 0.5
SMILES: CCOC(=O)C1(C)CCCN1C(=O)c1ccc(F)c(Cl)c1 (stereo not drawn)
  Myeloid diff MLP: i | Myeloid diff MLP GFP+ MAC1+ %: 1.2
SMILES: COCCNc1nc(-c2ccccc2F)c2sc(-c3ccccc3)cc2n1
  Myeloid diff MLP: i | Myeloid diff MLP GFP+ MAC1+ %: 1.0
SMILES: O=c1[nH]c(=S)[nH]c2c1C(c1ccc(Cl)cc1)OC(C1CCCCC1)C2 (stereo not drawn)
  Myeloid diff MLP: i | Myeloid diff MLP GFP+ MAC1+ %: 0.4

# The results go on:
SMILES	Myeloid diff MLP	Myeloid diff MLP GFP+ MAC1+ %
O=C(CCN1C(=O)CC1c1ccco1)N1CCOCC1 (stereo not drawn)	i	1.8
O=C(Nc1ccc2c(c1)OCO2)c1cc(C2CCCN(C(=O)CCCc3ccccc3)C2)on1 (stereo not drawn)	i	1.2
CC1(C(=O)NCCc2ccccc2)Cc2c(-c3ccc(C(N)=O)cc3)ccnc2O1 (stereo not drawn)	i	1.0
OC(c1cccc(Cl)c1)c1nc(-c2cc3ccccc3o2)cs1 (stereo not drawn)	i	0.3
COC(=O)[C@]12CCCCC=C1N(Cc1cccc3ccccc13)C(=O)[C@H](CC(=O)NCCCN1CCCC1=O)C2	i	1.3
CCCCn1nnnc1C(c1ccccc1)N1CCN(c2ccccc2OC)CC1 (stereo not drawn)	i	0.9
Brc1ccc2nc(-c3ccccc3)c(Cc3ccsc3)n2c1	i	1.1
COc1cc(C(=O)C(=O)N2CCC(Cc3ccccc3)CC2)cc2ccccc12	i	1.3

# Quoted at random: 2 compounds from above.
SMILES	Myeloid diff MLP	Myeloid diff MLP GFP+ MAC1+ %
Brc1ccc2nc(-c3ccccc3)c(Cc3ccsc3)n2c1	i	1.1
CCCCn1nnnc1C(c1ccccc1)N1CCN(c2ccccc2OC)CC1 (stereo not drawn)	i	0.9

# Bioassay records deposited in PubChem by NMMLSC.
